Bioassay records from PubChem.
APJ ag = APJ receptor agonism | CHO-K1 APJ PathHunter beta-arrestin, luminescence; 0% DMSO wells, 100% apelin | activation, % at 20 µM | actives 0.11% (n = 330,000) | AID 2520;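 active = activation more than six SD over the plate average, tested at 20 µM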;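 note: 0% = DMSO alone and 100% = apelin-13 at 10 nM; some results filed as inactive read as strong as hits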
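Incubation: overnight seeding, 90 min compound at 25 °C, 1 h detection; test system: PathHunter CHO-K1 APJ (AGTRL-1) beta-arrestin reporter cells; amount: 1000 cells/well; doses: one dose, 20 µM compound, 1% DMSO; measured by: beta-gal luminescence; measure: agonist-driven arrestin binding to APJ; benchmarks: negative DMSO alone, positive Apelin-13 at 10 nM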
697 NFkB inh = inhibitors of the PMA/ionomycin-induced NF-kB reporter in 697 B cells; 697 B-cell NF-kB luciferase reporter, 16 h; inhibition, % at 4 µM; actives 0.33% (n = 330,000); in the data active = inhibition above about 35%
APJ antag = antagonists of human APJ apelin receptor. inhibition, % at 20 µM. AID 2521. CHO-K1 APJ beta-arrestin complementation, luminescence. actives 0.32% (n = 330,000). P35414;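 active = inhibition above about 40% at 20 µM, limit read from the data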;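 note: cells challenged with 10 nM apelin-13 agonist together with compound; plate controls were apelin-13 plus DMSO wells for no effect and DMSO wells lacking apelin-13 for full effect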
Jurkat NFkB inh = lowers PMA/ionomycin-induced NF-kB signal in Jurkat cells; actives 0.53% (n = 330,000); PMA/ionomycin-induced NF-kB luciferase reporter, luminescence; inhibition, % at 4 µM; AID 435003; in the data active = inhibition above about 50%
tim23-1 inh = inhibits growth of tim23-1 mutant yeast. S. cerevisiae tim23-1 growth, BacTiter-Glo luminescence, 24 h. inhibition, % at 20 µM. actives 1.3% (n = 330,000);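 active = growth inhibition of the mutant yeast at or above 50%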;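 note: temperature-sensitive mutant grown at 25 °C; plate controls were DMSO-treated mutant yeast for no effect and medium wells lacking yeast for full effect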
Mdm2-MdmX inh = inhibitors of human Mdm2/MdmX interaction; SaOS-2 split-luciferase Mdm2/MdmX complementation, luminescence; O15151+Q00987; inhibition, % at 8 µM; actives 3% (n = 330,000); AID 485346;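 active = inhibition of at least 50% at 8 µM in the primary screen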
Target sequence (O15151 whole entry, looked up): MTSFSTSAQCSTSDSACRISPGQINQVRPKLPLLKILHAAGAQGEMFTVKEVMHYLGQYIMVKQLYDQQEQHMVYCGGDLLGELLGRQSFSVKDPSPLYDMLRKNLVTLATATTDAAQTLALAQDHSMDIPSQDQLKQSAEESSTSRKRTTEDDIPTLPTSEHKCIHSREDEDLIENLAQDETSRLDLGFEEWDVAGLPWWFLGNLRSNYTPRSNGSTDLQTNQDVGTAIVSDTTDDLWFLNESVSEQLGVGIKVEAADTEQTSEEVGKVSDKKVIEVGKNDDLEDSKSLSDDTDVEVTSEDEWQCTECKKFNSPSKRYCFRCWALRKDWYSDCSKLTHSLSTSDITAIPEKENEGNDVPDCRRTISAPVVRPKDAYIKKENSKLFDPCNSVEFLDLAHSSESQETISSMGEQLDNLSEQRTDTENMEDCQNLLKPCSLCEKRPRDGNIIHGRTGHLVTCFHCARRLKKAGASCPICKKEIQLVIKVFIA
Target sequence (Q00987 whole entry, looked up): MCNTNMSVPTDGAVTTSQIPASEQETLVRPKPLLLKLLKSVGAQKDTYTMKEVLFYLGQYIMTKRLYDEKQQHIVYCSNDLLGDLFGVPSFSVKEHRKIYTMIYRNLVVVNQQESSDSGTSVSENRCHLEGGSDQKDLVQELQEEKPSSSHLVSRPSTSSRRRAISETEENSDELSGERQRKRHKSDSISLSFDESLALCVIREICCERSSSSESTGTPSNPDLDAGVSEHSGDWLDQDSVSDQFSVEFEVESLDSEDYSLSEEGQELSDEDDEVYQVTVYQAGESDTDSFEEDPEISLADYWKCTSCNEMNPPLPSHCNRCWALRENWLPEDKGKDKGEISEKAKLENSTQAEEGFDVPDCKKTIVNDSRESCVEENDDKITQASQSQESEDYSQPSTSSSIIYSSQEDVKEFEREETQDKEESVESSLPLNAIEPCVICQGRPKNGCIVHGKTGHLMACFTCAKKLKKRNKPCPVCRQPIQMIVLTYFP
UPR CHOP act = apoptotic UPR (CHOP) activation; actives 0.34% (n = 330,000); CHO-CHOP luciferase reporter, luminescence; percent of tunicamycin response over DMSO baseline; activation, % at 10 µM;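 active = at 10 µM dose, activation of 40% or more, normalized to positive control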;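 note: 100% = tunicamycin at 10 µg/mL and 0% = DMSO alone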
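System: CHO-CHOP luciferase reporter cell line | Buffer or medium: F12 medium containing 10% fetal bovine serum | Doses: One dose, 10 µM in 0.5% DMSO | Times: 6 h compound exposure at 37 °C after overnight seeding | Signal: Luciferase luminescence | Read-out: % activation vs tunicamycin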
UPR XBP1 act = adaptive UPR (XBP1) activation; actives 0.33% (n = 330,000); AID 463104; CHO-XBP1 luciferase reporter, IRE1-XBP1 UPR activation, luminescence; percent of tunicamycin response, DMSO as zero; activation, % at 20 µM;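 active = versus positive control, 20 µM dose yields 30% or more activation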;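 note: 100% = tunicamycin at 10 µg/mL and 0% = DMSO only wells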
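Material – CHO cell line with stable XBP1 luciferase reporter · Buffer or medium – F12 plus 10% FBS · Compound – single point, 20 µM final compound, 1% DMSO · Schedule – 16-18 h cell attachment at 37 °C, then 6 h compound exposure · Signal – Steady-Glo luminescence read · Benchmarks – high control tunicamycin 10 µg/mL final, low control DMSO vehicle only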
The depositor's hits bear a star; . = no result given.

SMILES	APJ ag	697 NFkB inh	APJ antag	Jurkat NFkB inh	tim23-1 inh	Mdm2-MdmX inh	UPR CHOP act	UPR XBP1 act
CCOC(=O)c1ccc(N2CCOCC2)c(NC(=O)c2nccnc2C(=O)O)c1	3	-10	8	12	-2	-13	1.2	1
Cc1ccc(-n2nc3c(=O)n(CC(=O)NCCCc4ccccc4)nc(C)c3c2C)cc1	0	4	-2	42	5	27	-1.9	-1
CCN(CC)C(=O)Cn1nc(C)c2ccccc2c1=O	-2	4	-4	0	6	18	-0.4	-3
O=C(Cn1nc(-c2cccc([N+](=O)[O-])c2)c2ccccc2c1=O)NCC1CCCO1 (configuration not stated)	-3	10	1	-21	14	16	-1.6	-1
O=C1/C(=C/c2ccco2)N=C(N2CCCCC2)N1c1ccccc1	-3	6	17	-4	30	12	1.2	2
CCCCN(C(=O)CSc1nnnn1C)c1c(N)n(Cc2ccccc2)c(=O)[nH]c1=O	0	19	-16	0	6	20	-2.0	-2
COc1ccc(-c2nc(CS(=O)CC(=O)NCCN3CCCCCC3)c(C)o2)cc1OC (configuration not stated)	1	-2	13	-17	-7	10	-0.4	-1
COC(=O)c1c(-n2cnnn2)sc(C)c1C	-4	14	7	9	11	23	0.1	-1
Cc1ccc(Cl)c(NC(=O)CN(C)CC(=O)Nc2ccc(F)c(F)c2F)c1Cl	-5	3	1	-9	23	-1	-1.1	0
COc1cc(/C=C/C(=O)c2ccc(C)cc2)ccc1OCC#N	-3	-9	3	12	45	25	4.0	0
CCC(CC)C(=O)Nc1nnc(-c2cccs2)s1	-4	7	7	-10	-24	20	0.2	-1
COC(=O)Cn1c(CCS(=O)(=O)c2ccc(C)cc2)nc2ccccc21	2	4	-3	6	5	4	0.1	-2
C/C(=N\Nc1nccnc1Cl)c1c(F)c(F)c(F)c(F)c1F	-3	1	-1	6	2	0	-0.4	13
O=C(CNC(=O)c1ccc(Cl)cc1)OC1CCOC1=O (configuration not stated)	0	4	1	3	0	9	-1.2	-4
O=C(Cn1nnc(-c2ccccc2-n2cnnn2)n1)NCc1ccccc1	5	3	1	6	-3	-14	-0.4	1
CCCCC1C(=O)CC[C@H]2[C@@H]1CC(=O)[C@@H]2C/C=C\CCCC(=O)O (some centres not stated)	-3	0	12	6	17	-5	0.3	-2
CCC(=O)NC(=S)Nc1ccc(NC(=O)c2ccccc2[N+](=O)[O-])cc1	-1	11	2	10	18	-3	1.4	0
O=C1C(=O)N(Cc2cccnc2)C(c2cccc(Br)c2)/C1=C(/O)c1ccc2c(c1)OCO2 (configuration not stated)	5	-3	12	-1	7	-22	0.2	-1
CCC1CCCCN1C(=O)COC(=O)c1cc(C)nc2ccccc12 (configuration not stated)	-2	11	8	14	34	-11	1.5	-3
CCC(=O)NC(c1ccc(C)cc1)c1cc(Cl)c2cccnc2c1O (configuration not stated)	-4	-29	26	-7	54*	79*	3.0	2
Clc1ccc(CSc2nnc(-c3cccnc3)n2Cc2ccco2)c(Cl)c1	1	-29	-5	-2	18	-16	0.0	-2
CCOC(=O)Nc1ccc2c(c1)nc(CN1CCCCC1)n2C	-1	-13	0	-14	17	10	-0.4	-2
CN1CCc2cc(Cl)c(O)cc2[C@@H](c2ccccc2)C1	.	9	.	1	0	8	0.7	-5
O=C(C1CCN(C2CC(=O)N(Cc3ccccc3)C2=O)CC1)N1CCCCCC1 (configuration not stated)	-2	-13	8	1	2	4	-0.7	-4
Cc1cc(=O)oc2cc(NC(=O)C(C)Oc3ccccc3)ccc12 (configuration not stated)	0	-9	-36	3	8	-35	1.0	1
SMILES	APJ ag	697 NFkB inh	APJ antag	Jurkat NFkB inh	tim23-1 inh	Mdm2-MdmX inh	UPR CHOP act	UPR XBP1 act
NS(=O)(=O)c1ccc(NC(=O)Nc2ccc(S(N)(=O)=O)cc2)cc1	5	-9	-5	-23	-8	13	-1.0	3
CCn1cnc2cc(NCc3ccc(Br)cc3)ccc21	1	-100	-7	-99	53*	-79	7.5	-1
COc1ccc(CNC(=O)c2cc3c(s2)CS(=O)C3)cc1 (configuration not stated)	-3	11	-4	-2	6	-18	-2.2	-2
CCOc1ccc(CCNC(=O)C2CCN(S(=O)(=O)c3ccc(C)cc3)CC2)cc1OCC	1	-5	5	-6	4	5	2.9	-4
Cn1c(CNC(=O)C2CCCCC2)cc2ccccc21	-3	9	20	-2	21	7	-1.2	-4
CCO[C@@H]1OC(C(=O)NCc2ccccc2)=C[C@H](C2CC2)[C@H]1CCCO	-1	18	18	11	-3	12	0.5	-2
Cc1cccc(NC(=S)NC(=O)C2CC2)c1	2	-13	9	-12	37	2	2.9	-1
Cc1nc(-c2ccc(NC(=O)CC(C)C)cc2)cs1	1	-80	0	-81	30	-141	2.9	2
C/C(=N\NC1=N[C@H]2CS(=O)(=O)C[C@H]2S1)c1ccccc1	-6	-1	27	12	-3	-13	0.7	-2
CC(=O)/C(=N\Nc1ccc(Cl)cc1Cl)Sc1cccc2cccnc12	-5	-26	50*	13	43	63*	184*	8
C=CCn1c(O)c(C=Nc2ccc(CN3CCCCC3)cc2)c(=O)[nH]c1=S	1	11	-7	-11	0	10	-0.5	-3
COc1ccc(C(=O)OC(C(=O)c2ccc(C)cc2)c2ccccc2)cc1 (configuration not stated)	-3	-19	9	-12	27	-17	1.0	-1
C=CCN1C(=O)/C(=C2\SC(N3CCOCC3)=NC2=O)c2cc(Br)ccc21	6	-21	15	-16	41	7	4.1	24
C[C@@]12C(=O)Nc3ccc(F)cc3C(=O)N1[C@H]1c3cc(Br)ccc3OC[C@@H]1[C@@H]2c1ccccc1	-2	-23	0	18	44	37	2.6	5
CC(=O)NCCN1C(=O)C2C3c4ccccc4C(c4ccccc43)C2C1=O (configuration not stated)	-1	19	6	10	18	-2	-0.3	4
COc1ccc(OC)c(S(=O)(=O)Nc2cc3c(cc2N2CCCC2)n(C)c(=O)c(=O)n3C)c1	13	13	-38	2	-1	35	0.1	-5
CCC(C(=O)Nc1cccnc1Cl)c1ccccc1 (configuration not stated)	-3	-3	16	-2	9	3	-0.2	-3
O=S(=O)(Nc1ccc2c(c1)nc1n2CCN(Cc2ccccc2)C1)c1ccc(Cl)cc1	0	17	-4	14	17	12	0.5	-4
NC(=O)Cn1cc(C(=O)COc2ccccc2)c2ccccc21	-4	-16	-12	-1	-17	13	3.4	-3
CCCCc1ccc(N/C(N)=N/c2nc(C)cc(C)n2)cc1	43*	-40	-28	75*	-54	66*	13	13
O=C(CC1C(=O)NCCN1Cc1ccccc1F)NC1CCCCCC1 (configuration not stated)	-1	5	-20	12	23	-4	0.8	-1
CCN(CC)C(=O)[C@H]1CC(CC(=O)NCc2cccc(C(F)(F)F)c2)C(=O)N2CCc3c([nH]c4ccc(OC)cc34)[C@]12C (some centres not stated)	.	25	.	.	35	38	5.5	4
C/C(=N/NC(=O)CSc1nc2ccccc2n1C)c1ccncc1	-4	25	3	8	5	-23	0.3	4
COCCCN(C(=O)CC1OC(=O)c2ccccc21)c1c(N)n(Cc2ccccc2)c(=O)[nH]c1=O (configuration not stated)	-2	12	4	7	10	15	2.9	-6
CC(=O)Nc1cc(OC(C)=O)c2nonc2c1OC(C)=O	-4	6	-19	21	22	48	-4.3	-7
SMILES	APJ ag	697 NFkB inh	APJ antag	Jurkat NFkB inh	tim23-1 inh	Mdm2-MdmX inh	UPR CHOP act	UPR XBP1 act
O=C(CSc1nnc(-c2ccccc2F)o1)NC1CCCCC1	-2	-8	-9	-6	12	-6	1.1	1
COc1ccc(N(C)C(=O)C2CCN(S(=O)(=O)c3cccc4nonc34)CC2)c(OC)c1	0	15	6	12	16	2	0.7	-4
CC12CCC(=O)N1C(C(=O)Nc1nc3ccc(S(C)(=O)=O)cc3s1)CS2 (configuration not stated)	-4	-12	-39	-1	2	-10	0.5	-2
Cc1ncc([N+](=O)[O-])n1CCN1C(=O)c2ccccc2C1=O	-4	6	1	4	19	-2	-0.7	2
NC(=O)c1nn(-c2ccccc2)nc1NC(=O)CSc1nnnn1-c1ccc(Cl)cc1	2	14	4	-13	11	-35	0.1	-3
Cc1csc(NC(=O)c2cc3c(s2)CCCCC3)n1	-7	-70	5	-90	57*	2	-4.5	-8
O=C(CNS(=O)(=O)c1ccc(Br)s1)NCc1ccc(F)cc1	0	5	2	-17	10	0	1.2	2
Nc1nc(-c2ccc(Oc3ccccc3)cc2)cs1	-1	-63	-18	-8	57*	-53	5.4	0
CSc1ccc(OC2CCN(Cc3ccccc3)CC2)cc1	4	-79	3	40	-32	10	7.4	1
CCOC(=O)c1[nH]c2ccc(OC)cc2c1NC(=O)CCN1CCCC(C)C1 (configuration not stated)	1	-20	11	8	7	-6	-1.2	-1
Cc1cccc(C)c1NC(=O)CCCSc1nnc(-c2ccco2)o1	-1	-3	4	-22	9	-9	-1.4	-2

Copied from the list:
UPR XBP1 act result of CCC1CCCCN1C(=O)COC(=O)c1cc(C)nc2ccccc12 (configuration not stated) → -3
Jurkat NFkB inh result of CCCCc1ccc(N/C(N)=N/c2nc(C)cc(C)n2)cc1 → 75*
UPR XBP1 act result of COC(=O)Cn1c(CCS(=O)(=O)c2ccc(C)cc2)nc2ccccc21 → -2
tim23-1 inh result of Cc1ccc(Cl)c(NC(=O)CN(C)CC(=O)Nc2ccc(F)c(F)c2F)c1Cl → 23
Jurkat NFkB inh result of CCn1cnc2cc(NCc3ccc(Br)cc3)ccc21 → -99
UPR CHOP act result of CCN(CC)C(=O)[C@H]1CC(CC(=O)NCc2cccc(C(F)(F)F)c2)C(=O)N2CCc3c([nH]c4ccc(OC)cc34)[C@]12C (some centres not stated) → 5.5

Grouped by structure, those above with a furan ring, fused or not
SMILES	APJ ag	697 NFkB inh	APJ antag	Jurkat NFkB inh	tim23-1 inh	Mdm2-MdmX inh	UPR CHOP act	UPR XBP1 act
O=C1/C(=C/c2ccco2)N=C(N2CCCCC2)N1c1ccccc1	-3	6	17	-4	30	12	1.2	2
Clc1ccc(CSc2nnc(-c3cccnc3)n2Cc2ccco2)c(Cl)c1	1	-29	-5	-2	18	-16	0.0	-2
Cc1cccc(C)c1NC(=O)CCCSc1nnc(-c2ccco2)o1	-1	-3	4	-22	9	-9	-1.4	-2

One compound at a time, from the list above:
CCOC(=O)c1[nH]c2ccc(OC)cc2c1NC(=O)CCN1CCCC(C)C1 (configuration not stated) is listed as APJ ag = 1; 697 NFkB inh = -20; APJ antag = 11; Jurkat NFkB inh = 8; tim23-1 inh = 7; Mdm2-MdmX inh = -6; UPR CHOP act = -1.2; UPR XBP1 act = -1
Cc1cccc(C)c1NC(=O)CCCSc1nnc(-c2ccco2)o1 is listed as APJ ag = -1; 697 NFkB inh = -3; APJ antag = 4; Jurkat NFkB inh = -22; tim23-1 inh = 9; Mdm2-MdmX inh = -9; UPR CHOP act = -1.4; UPR XBP1 act = -2
Cc1ncc([N+](=O)[O-])n1CCN1C(=O)c2ccccc2C1=O is listed as APJ ag = -4; 697 NFkB inh = 6; APJ antag = 1; Jurkat NFkB inh = 4; tim23-1 inh = 19; Mdm2-MdmX inh = -2; UPR CHOP act = -0.7; UPR XBP1 act = 2
